# HCV core dimer – HCV core protein dimerization inhibition. TR-FRET GST/Flag-core106 dimerization, 1536-well. inhibition, % at 5 µM. 0.33% of 300,000 active;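 active = inhibition above the mean of all tested compounds plus 3 SD, set per screening campaign, cut at about 45% in these data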
#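 assay system = GST-tagged and Flag-tagged HCV core protein residues 1-106 | controls = unlabelled core106 and no-GST-core106 wells | incubation = compound-protein-antibody incubation 4 h at 22.5 °C | probe or stimulus = Eu donor and XL665 acceptor anti-tag antibodies | read-out = % inhibition based on acceptor/donor emission ratio | signal = TR-FRET 671 and 617 nm emission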
# PP1 inh – PP1-alpha (human) inhibition in PP5 counter-screen; P62136; purified PP1alpha, OMFP fluorescence; inhibition, % at 6.7 µM; 0.9% of 320,000 active;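 active = inhibition above the mean inhibition of all tested compounds plus 3 SD, computed separately for each screening campaign, cut at about 15% in these data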
# Target sequence (P62136 whole entry, looked up): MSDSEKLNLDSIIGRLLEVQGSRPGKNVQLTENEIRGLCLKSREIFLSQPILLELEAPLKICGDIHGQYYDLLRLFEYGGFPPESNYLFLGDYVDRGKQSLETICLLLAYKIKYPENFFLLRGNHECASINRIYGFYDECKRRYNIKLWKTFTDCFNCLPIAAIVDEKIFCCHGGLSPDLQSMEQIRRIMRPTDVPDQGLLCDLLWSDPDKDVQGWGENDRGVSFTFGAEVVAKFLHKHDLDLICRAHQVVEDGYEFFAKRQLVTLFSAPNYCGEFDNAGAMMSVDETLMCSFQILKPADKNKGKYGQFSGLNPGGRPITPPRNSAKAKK
# LYPLA2 counter – blocks human lysophospholipase 2, a PME1 counter-screen | O95372 | recombinant LYPLA2, FP-Rh probe fluorescence polarization | inhibition, % at 5.9 µM | 0.38% of 320,000 active | AID 2177;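 active = inhibition above the screen-wide mean plus 3 SD, limit set per campaign, cut at about 26% in these data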;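 note: 0% = LYPLA2 with DMSO and 100% = wells lacking LYPLA2 enzyme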
# Target sequence (O95372 whole entry, looked up): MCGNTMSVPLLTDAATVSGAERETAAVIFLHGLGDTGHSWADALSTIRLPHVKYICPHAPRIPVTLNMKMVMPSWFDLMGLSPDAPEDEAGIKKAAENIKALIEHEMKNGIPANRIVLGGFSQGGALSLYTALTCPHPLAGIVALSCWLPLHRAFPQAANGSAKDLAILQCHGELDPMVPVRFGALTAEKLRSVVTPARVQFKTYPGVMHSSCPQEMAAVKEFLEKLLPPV
# PP5 primary – inhibitors of human protein phosphatase 5 (PP5); 0.18% of 320,000 active; purified PP5c, OMFP substrate fluorescence; P53041; inhibition, % at 6.7 µM; AID 1987;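 active = inhibition above the campaign's mean inhibition across all tested compounds plus 3 SD, cut at about 9.5% in these data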;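 note: 0% = DMSO only and 100% = 100 µM cantharidin control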
# Target sequence (P53041 whole entry, looked up): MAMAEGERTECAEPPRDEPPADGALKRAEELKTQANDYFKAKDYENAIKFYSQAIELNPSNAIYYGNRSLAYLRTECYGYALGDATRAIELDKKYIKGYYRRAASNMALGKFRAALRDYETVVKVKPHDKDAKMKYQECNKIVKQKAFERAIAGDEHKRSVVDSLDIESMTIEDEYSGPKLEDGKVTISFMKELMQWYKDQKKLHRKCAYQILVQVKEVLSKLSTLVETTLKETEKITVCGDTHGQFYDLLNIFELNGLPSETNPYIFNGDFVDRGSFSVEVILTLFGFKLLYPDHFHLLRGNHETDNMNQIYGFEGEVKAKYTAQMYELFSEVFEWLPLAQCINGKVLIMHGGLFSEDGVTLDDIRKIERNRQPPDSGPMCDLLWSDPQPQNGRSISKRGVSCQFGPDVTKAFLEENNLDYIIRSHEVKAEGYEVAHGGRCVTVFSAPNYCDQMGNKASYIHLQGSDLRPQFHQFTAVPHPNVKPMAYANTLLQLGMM
# JMJD2C inh – inhibitors of human GASC-1 (JMJD2C) demethylase | GST-JMJD2C(1-420) H3K9me3 demethylation, DELFIA europium | AID 2099 | 0.069% of 330,000 active | inhibition, % at 2.35 µM;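 active = more than half of a compound's replicate wells show inhibition beyond 50%, single wells judged on their own value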;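 note: signal counts dimethyl H3K9 product captured on neutravidin plate; 0% = median of DMSO wells and 100% = 0.3 times that DMSO median; strong numbers were not always called active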
# Fh CTSL1 inh – cathepsin L1 inhibition, PFM18AAP counter-screen; recombinant F. hepatica cathepsin L1, Z-Leu-Arg-MCA fluorescence; inhibition, % at 5.96 µM; 0.49% of 300,000 active; AID 1906;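 active = inhibition above the mean of all tested compounds plus 3 SD, set per screening campaign, cut at about 17% in these data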;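 note: 0% = plate median of test compound wells and 100% = 1 µM Z-Phe-Ala-diazomethylketone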
# PREPL inhibitor – inhibitors of human prolyl oligopeptidase-like enzyme PREPL; Q4J6C6; recombinant PREPL, fluorescence polarization activity-based probe; inhibition, % at 5.96 µM; 0.68% of 320,000 active; in the data active = inhibition above about 43%;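 note: 0% = enzyme with DMSO and 100% = wells lacking enzyme; many of its hits are not listed in these tables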
# TPT1 inh – C. albicans TPT1 enzyme inhibition; recombinant caTPT1, FP RNA substrate dephosphorylation; inhibition, % at 5 µM; 0.81% of 300,000 active;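 active = inhibition above the mean of all tested compounds plus 3 SD, set per screening campaign, cut at about 24% in these data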;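 note: plate controls were DMSO alone for no effect and ferristatin control at 100 nM for full effect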
# Efflux pump mplx – blocks antifungal efflux pumps in multiplex yeast assay; 0.44% of 330,000 active; S. cerevisiae Candida pump triplex, Nile Red efflux; inhibition, % at 10 µM;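 active = plate passing quality check with inhibition over a set limit, or well fluorescence over plate mean plus 4 SD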;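 note: Nile Red retained in pooled yeast measured as flow cytometry median fluorescence; 0% = buffer negative control and 100% = Enniatin B positive control; higher means more Nile Red kept so more efflux inhibition; some compounds called inactive have numbers as strong as hits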
# * marks the source's active call; other numbers are inactive results; . = no result given.
structure,HCV core dimer,PP1 inh,LYPLA2 counter,PP5 primary,JMJD2C inh,Fh CTSL1 inh,PREPL inhibitor,TPT1 inh,Efflux pump mplx
COc1cc(CN2CCC(n3nccc3NC(=O)c3ccccc3OC)CC2)ccc1F,-21.5,1.0,0.6,3.5,6.9,1.4,9.8,-4.1,0.6
COc1ccc(C(=S)N(C)C)cc1OC,-7.8,-0.9,2.3,-0.7,-3.3,-0.8,-0.7,-2.2,-0.1
C/C(=N\NC(=O)c1cccc(S(=O)(=O)N2CCCCC2)c1)c1ccc(C)o1,2.9,-2.6,-5.6,4.4,.,-1.4,4.5,1.1,0.1
c1ccc2[nH]c(CN3CCCCCC3)nc2c1,-2.6,-1.4,-1.6,-1.6,6.3,-0.9,11.6,-0.7,0.1
COc1ccc(CCNC/C=C/c2ccccc2)cc1,-7.4,2.1,3.6,1.3,-3.5,-0.6,0.6,-0.3,0.0
CC(CC(=O)NC1CCSC1=O)c1ccccc1 (stereo not given),-0.7,0.5,-3.2,5.3,-21.8,1.2,9.5,-3.5,-0.1
Cc1ccc(-n2c(=O)c3sccc3n(Cc3cc(=O)n4ccccc4n3)c2=O)cc1,7.6,-0.4,1.3,-5.0,4.0,-0.4,-2.0,0.8,0.2
Cc1c(NC(=O)Nc2ccc(C(C)C)cc2)c(=O)n(-c2ccccc2)n1C,-2.5,-2.2,0.3,-0.9,-4.1,3.2,21.4,-6.7,-0.1
O=C(Nc1cc(Cl)cc(Cl)c1)c1cnn2cccnc12,2.8,1.0,-0.5,-0.6,2.8,-0.9,2.3,8.9,-0.3
C#CCNc1ccc(C(=O)OCC)cc1,-3.8,0.5,5.0,0.7,-1.9,-2.0,-7.0,-3.1,-0.1
Cc1ccc(S(=O)(=O)Nc2ccc(S(=O)(=O)Nc3cc(C)nc(C)n3)cc2)cc1,0.6,2.8,-3.9,-2.2,-4.9,0.8,-1.6,-0.7,0.1
O=C(NCC1CCCO1)c1ccc(COc2ccccc2)cc1 (stereo not given),6.9,-0.7,-4.8,-1.0,-3.8,2.1,2.3,0.4,0.0
O=C(Cc1ccc(Cl)cc1)Nc1cc(S(=O)(=O)N2CCOCC2)ccc1N1CCCC1,4.6,1.9,-1.8,2.3,-9.6,-4.7,20.8,-3.1,0.0
Cc1c(Br)c(=O)oc2c(Br)c(O)ccc12,3.9,-2.6,-4.7,0.6,-2.6,1.4,-3.4,0.9,0.5
O=C(Cn1ccc2ccccc2c1=O)NCCC(=O)N1CCN(C(=O)c2ccco2)CC1,-7.3,-3.6,0.2,-1.3,.,-1.9,-10.6,-1.1,-0.1
CC(=O)Nc1ccc(NC(=O)[C@@H]2CCCN2S(=O)(=O)c2ccc3c(c2)OCCO3)cc1,3.0,-2.4,-1.4,-2.2,-4.5,-0.4,-1.1,1.0,-0.1
CN(C)S(=O)(=O)c1ccc(Cl)c(NC(=O)COC(=O)/C=C/c2ccc3ccccc3n2)c1,.,-1.6,5.6,1.2,-1.1,.,-1.8,.,-0.1
Cc1nn(-c2ccccc2)c(C)c1C(=O)Oc1ccccc1,-2.4,-0.9,4.0,3.2,-17.7,8.9,11.8,-1.5,0.1
Cn1c(=O)cc(SCC(=O)N2CCN(c3ccccc3)CC2)c2ccccc21,1.5,3.9,11.5,-4.8,2.2,4.9,-50.1,-2.3,-0.1
O=C(CN1CCN(Cc2ccccc2)CC1)Nc1ccc(-n2cnnn2)cc1,0.1,-3.4,1.2,0.6,11.2,-1.9,-11.2,-4.8,-0.1
COc1ccc(CNC(=O)C(C#N)c2nc3ccccc3nc2N2CCN(C)CC2)cc1 (stereo not given),-6.2,0.2,2.2,1.1,12.1,4.0,41.5,8.2,0.0
Cc1ccccc1OCC(=O)NNC(=O)Nc1ccc(Cl)cc1,-1.3,-3.4,-4.1,1.0,-3.9,-5.5,-3.6,-6.4,0.0
CC(=O)Nc1ccc(NC(=O)CCC(=O)OCC(=O)c2cccc([N+](=O)[O-])c2)cc1,-1.8,1.9,-4.0,3.5,-2.8,-1.2,-5.3,-0.4,0.0
COC(=O)c1[nH]c2cc(OC)ccc2c1NC(=O)CCN1CCCCC1,-2.5,-5.4,4.8,-1.8,5.0,-2.6,-3.4,-4.5,0.0
Cc1ncc([N+](=O)[O-])n1CC(=O)NCCc1ccccc1,-3.4,4.7,-4.2,1.3,-3.5,-5.4,0.0,-3.1,0.1
Cc1ccc(NC(=O)NN2CCOCC2)cc1,-4.1,-0.6,5.6,0.1,65.2,-0.8,5.1,-1.3,-0.1
COc1cc(CNc2ccc3c(c2)OCCO3)ccc1OCC(N)=O,-5.9,6.4,-3.8,-1.0,2.2,-0.9,13.6,1.9,0.0
O=C(CN1C(=O)CCSc2ccccc21)Nc1cccc(F)c1,-1.8,-0.2,-7.8,-0.7,2.7,0.3,-5.6,0.4,0.0
O=C(Nc1cccc(F)c1)N1CCC(c2ccccc2)CC1,4.5,2.6,-3.1,2.1,4.5,2.2,-3.4,0.9,-0.1
CCCc1cnc(N2CCN(C(=O)c3ccc(OC)cc3)CC2)nc1,-5.2,1.8,14.9,0.4,15.7,0.5,8.8,-0.6,0.1
NS(=O)(=O)c1ccc(CCNc2nc(CN3CCOCC3)nc3sc4c(c23)CCC4)cc1,1.9,4.6,-8.8,-0.3,-2.1,3.4,15.0,0.6,0.3
CCOC(=O)N1CCN(C(=O)c2ccc(N3CC4CC(C3)c3cccc(=O)n3C4)c(NC(=O)c3ccc(F)cc3)c2)CC1 (stereo not given),4.5,1.4,-3.3,-2.6,3.3,0.1,3.9,-0.6,0.1
CSCCC(NC(=O)c1ccco1)C(=O)NCC(c1ccco1)N1CCCCC1 (stereo not given),.,-0.6,0.9,1.1,6.5,.,2.2,.,0.0
COc1cccc(N/C=C/C(=O)c2ccc(OC)c(OC)c2)c1,8.4,-3.2,3.5,2.6,-10.2,4.0,9.3,3.5,0.0
CC(=O)c1ccc(NC(=O)Cn2cnc(S(=O)(=O)N3CCc4ccccc43)c2)cc1,7.1,-3.0,-3.6,-0.7,0.7,-1.8,-2.0,-3.1,-0.1
COc1ccc(CC(=O)Nc2ccccc2NC(=O)c2ccco2)cc1OC,-14.7,-4.5,-2.7,6.1,11.3,-2.0,2.8,5.0,0.3
CC(C)N1CCN(Cc2nc3c(s2)CCCC3)CC1CCO (stereo not given),-1.9,2.1,3.9,-0.9,17.1,2.2,4.9,-1.9,-0.2
Cc1cc(C)n2nc(SCCCC(=O)c3ccc(F)cc3)nc2n1,-1.4,-6.1,-8.5,-2.1,-1.5,-9.5,-1.2,-2.2,-0.1
COc1ccc(NC(=O)Nc2sc(=S)n(C)c2C)cc1,-9.8,-2.0,5.9,3.2,-0.3,-0.8,-0.1,-0.2,-0.2
Cn1c(=O)c2c(nc(SCc3ccc(F)cc3)n2C)n(C)c1=O,-8.9,-2.4,7.7,0.8,0.7,-2.2,-6.1,3.0,-0.1
COc1ccc(C)cc1NC(=O)NNC(=O)c1ccoc1C,-3.9,-3.9,3.9,-0.2,0.3,2.3,4.6,-3.8,1.9
CCOC(=O)C1CCN(C(=O)C2CCCN2S(=O)(=O)c2ccc(Cl)cc2)CC1 (stereo not given),-10.2,-1.6,-9.8,0.6,15.8,-2.0,8.2,-0.3,0.1
COc1ccc(CNC(=O)Cn2cccc2C(=O)c2ccccc2C)cc1,5.1,-1.7,6.0,1.4,6.2,-1.2,-7.2,1.7,0.0
Cc1ncsc1CCC(=O)N1CCCC(Nc2ccc(C(C)C)cc2)C1 (stereo not given),-3.3,1.6,3.2,2.3,11.5,-1.6,4.4,1.4,-1.8
COc1cc2c(cc1O)CCN(C(=O)CSc1nncn1C)[C@@H]2C,.,-2.4,-5.8,0.8,7.9,.,5.1,.,0.0
O=C(NCCNc1ccc([N+](=O)[O-])cc1)c1ccccc1Br,0.7,-1.4,-4.8,-0.1,-0.7,4.1,4.2,-1.6,0.0
Cc1ccc(/C=C/C(=O)O)cc1S(=O)(=O)NCC1CCCO1 (stereo not given),3.0,1.1,-11.4,1.3,-14.9,-0.1,4.6,-3.8,0.1
C#CCN1C(=O)C(O)(CC(=O)c2cc(OC)ccc2OC)c2ccccc21 (stereo not given),5.3,-3.2,3.5,4.3,4.8,1.5,-4.9,-7.3,-0.1
C=CCNC(=O)C1CC(=O)N(c2ccc(OCc3ccc(F)cc3)cc2)C1 (stereo not given),4.7,-3.8,-3.0,-1.1,-11.1,0.6,14.1,-1.1,0.1
CCS(=O)(=O)c1ccc(-c2cccc(NC(=O)COc3ccc(Cl)cc3)c2)nn1,5.2,2.6,0.8,2.3,-2.8,-1.3,12.9,-0.3,0.0
COCCNC(=O)[C@@H]1CSC2c3ccc(OC)c(OC)c3C(=O)N21 (stereo not given in full),-9.8,3.8,13.0,2.8,-8.1,11.9,20.5,-4.3,-0.1
CCCc1noc(-c2cccc([N+](=O)[O-])c2)n1,2.1,-4.2,1.1,-2.5,-18.3,-0.8,2.8,-2.1,-0.1
O=C(NCC1CCCO1)c1cc2c(s1)CS(=O)(=O)C2 (stereo not given),-0.2,-4.5,-2.2,0.8,-3.3,-2.2,8.6,-1.0,0.1
COc1ccc(N2C(=NC(=O)c3ccc(Br)cc3)SC3CS(=O)(=O)CC32)cc1 (stereo not given),.,-1.9,6.1,0.2,0.9,.,-2.5,.,-0.1
COc1ccc(CN2C(=O)NC3(CCCCC3)C2=O)cc1F,-2.5,1.4,3.3,1.2,-1.7,-3.2,-3.4,-5.1,0.0
Cc1ccc(-c2ncns2)cc1,-1.1,-4.3,3.2,2.5,4.4,-1.9,12.3,-3.5,0.0
O=C(Nc1cccc2cccnc12)c1cccnc1,0.1,1.9,1.2,2.2,127.7,-2.4,15.3,-1.0,-0.1

# Given as labelled records: part of the list above.
CCS(=O)(=O)c1ccc(-c2cccc(NC(=O)COc3ccc(Cl)cc3)c2)nn1
  HCV core dimer: 5.2 | PP1 inh: 2.6 | LYPLA2 counter: 0.8 | PP5 primary: 2.3 | JMJD2C inh: -2.8 | Fh CTSL1 inh: -1.3 | PREPL inhibitor: 12.9 | TPT1 inh: -0.3 | Efflux pump mplx: 0.0

COCCNC(=O)[C@@H]1CSC2c3ccc(OC)c(OC)c3C(=O)N21 (stereo not given in full)
  HCV core dimer: -9.8 | PP1 inh: 3.8 | LYPLA2 counter: 13.0 | PP5 primary: 2.8 | JMJD2C inh: -8.1 | Fh CTSL1 inh: 11.9 | PREPL inhibitor: 20.5 | TPT1 inh: -4.3 | Efflux pump mplx: -0.1

CCCc1noc(-c2cccc([N+](=O)[O-])c2)n1
  HCV core dimer: 2.1 | PP1 inh: -4.2 | LYPLA2 counter: 1.1 | PP5 primary: -2.5 | JMJD2C inh: -18.3 | Fh CTSL1 inh: -0.8 | PREPL inhibitor: 2.8 | TPT1 inh: -2.1 | Efflux pump mplx: -0.1

O=C(NCC1CCCO1)c1cc2c(s1)CS(=O)(=O)C2 (stereo not given)
  HCV core dimer: -0.2 | PP1 inh: -4.5 | LYPLA2 counter: -2.2 | PP5 primary: 0.8 | JMJD2C inh: -3.3 | Fh CTSL1 inh: -2.2 | PREPL inhibitor: 8.6 | TPT1 inh: -1.0 | Efflux pump mplx: 0.1

# High-throughput results from PubChem.

# A portion of the library; rates above refer to the full screens.
